OX1R antag: human HCRTR1 antagonism; O43613; actives 0.43% (n = 330,000); AID 434989; inhibition, % at 5 µM; CHO/OX1R cells, Fluo-8 calcium fluorescence, orexin A;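 active means inhibition above its plate's threshold, mean inhibition of all tested compounds on the plate plus 3 SD, cut at about 37% in these data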;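 further: 0% = orexin A challenge wells and 100% = SB-334867-A antagonist wells; not every result past the cut was called active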
CHT allo act: allosterically activates the human high affinity choline transporter | actives 0.49% (n = 310,000) | B-score at 10 µM | CHT-expressing cells, membrane potential dye, choline EC20; stronger effect = higher value; LV-AA mutant CHT in HEK293 cells | AID 488977;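 active means initial fluorescence not abnormally high and integrated response B-score, plate-corrected, over 3 SD above library mean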
Target sequence (Q9GZV3 whole entry, looked up): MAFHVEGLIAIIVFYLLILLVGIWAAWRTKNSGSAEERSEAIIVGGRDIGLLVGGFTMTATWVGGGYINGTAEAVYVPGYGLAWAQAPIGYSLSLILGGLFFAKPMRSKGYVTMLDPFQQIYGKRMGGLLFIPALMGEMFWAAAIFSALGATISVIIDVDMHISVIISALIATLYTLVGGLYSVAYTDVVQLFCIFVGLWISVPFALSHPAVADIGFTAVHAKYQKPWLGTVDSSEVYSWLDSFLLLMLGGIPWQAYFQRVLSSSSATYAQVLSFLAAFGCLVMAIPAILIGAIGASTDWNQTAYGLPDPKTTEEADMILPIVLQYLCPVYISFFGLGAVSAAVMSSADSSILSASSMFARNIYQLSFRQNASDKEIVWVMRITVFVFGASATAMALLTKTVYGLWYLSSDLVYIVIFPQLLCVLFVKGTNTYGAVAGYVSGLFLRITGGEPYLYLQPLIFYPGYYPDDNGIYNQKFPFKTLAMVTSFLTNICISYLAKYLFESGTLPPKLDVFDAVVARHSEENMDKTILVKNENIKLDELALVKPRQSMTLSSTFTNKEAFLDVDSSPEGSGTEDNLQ
* = called active by the depositor; i = inactive; x = not tested or not shown; & = joins results of further samples.

SMILES	OX1R antag	CHT allo act
COC(=O)c1ccc(COc2ccc(/C=C/C(=O)c3ccc(OC)c(CSCC(=O)O)c3)cc2OC)cc1	-24	i
COc1ccccc1-c1nn(-c2ccccc2)cc1C(=O)N1CCc2ccccc2C1	-24	x
O=C(NCCC1=CCCCC1)C1CCN(S(=O)(=O)c2ccccc2)CC1	-2	i
COc1ccc(NC(=O)C2CCCN(S(=O)(=O)c3ccc4[nH]c(=O)ccc4c3)C2)cc1OC (centres undefined)	7	i
CC1CN(c2ccccc2)CCN1C(=O)c1cc(COc2c(F)cccc2F)on1 (centres undefined)	-14	i
CCn1c(C)nnc1SCC(=O)Nc1ccccc1Cl	-4	i
Cc1sc2ncn(CC(=O)NC3CCCCC3)c(=O)c2c1C	-22	x
CC(=O)Nc1ccc(S(=O)(=O)NCCc2cc3c(C)ccc(C)c3[nH]c2=O)cc1	-6	i
CCCC(=O)NCCCc1nc2ccccc2[nH]1	-2	i
Cc1ccc(S(=O)(=O)n2nc(-n3c(C)ccc3C)c3c(F)cccc32)c2ccccc12	-2	i
COc1cc(Cl)ccc1OCc1cc(C(=O)N(C)C2CC(C)(C)NC(C)(C)C2)no1	-6	i
Cc1ccc(NC(=O)CSCC(=O)Nc2nnc(C3CC3)s2)cc1	-21	i
O=C(CSc1ncc(C(=O)O)n1-c1ccc(F)cc1)NCc1ccc2c(c1)OCO2	-9	i
CCc1ccccc1NC(=O)Nc1ccc(F)cc1F	-20	i
CCCn1c(N)cc(=O)n(CCC)c1=O	-31	i
O=C1CN(C(=O)CN2CCOCC2)C(c2ccccc2)c2cc(Br)ccc2N1 (centres undefined)	-24	i
CCCc1nn2c(=O)cc(CSCC(=O)Nc3nnc(C(C)C)s3)nc2s1	-6	i
CS(=O)(=O)c1ccc(Cl)c(NC(=O)C2CCCN(C(=O)c3ccc(Cl)cc3)C2)c1 (centres undefined)	-8	i
Cc1cccc(-n2c(=O)[nH]c3c(C(N)=O)nc(-c4ccccc4Cl)nc32)c1	-32	i
COc1ccc(C(=O)NC(=O)CSc2n[nH]c(N)n2)cc1	-5	x
CN(C(=O)c1cccc([N+](=O)[O-])c1)c1ccccc1C(=O)NCc1ccccc1	-30	i
C/C(CC(=O)Nc1ccccn1)=N\NC(=O)c1ccc(C)cc1	3	i
CCCCNC(C(=O)Nc1cccc(S(=O)(=O)N2CCOCC2)c1)c1ccccc1 (centres undefined)	-32	i
Fc1cc2nc(-c3ccncc3)[nH]c2cc1F	-2	i
COc1ccccc1N1CCN(C2CCN(S(=O)(=O)c3ccc4ccccc4c3)CC2)CC1	-56	i
Cc1ccc(CS/C(Nc2ccccc2C)=C(\C#N)C(=O)NCc2ccco2)c(C)c1	-32	i
COc1ccc(C(=O)Nc2ccnn2C2CCN(C(C)CSC)CC2)cc1 (centres undefined)	-11	i
CCOc1ccc(Br)cc1S(=O)(=O)NC1CC(C)(C)NC(C)(C)C1	x	i
Cc1nn(C)cc1CN1CCC(CO)(CCOc2ccccc2)CC1	-27	i
CN(C)CCC(c1ccccc1)c1ccccn1 (centres undefined)	-3&-5	i
CN(C)S(=O)(=O)c1ccc(Cl)c(C(=O)NNC(=O)Cc2nc3ccccc3n2C)c1	-8	x
CC1CCN(c2nc(/C=C/c3ccccc3)nc3ccccc23)CC1	-36	i
N/C(=N\OC(=O)C(c1ccccc1)c1ccccc1)c1ccccn1	-36	i
C#CCNC(=O)C(C)c1ncc(C(F)(F)F)cc1Cl (centres undefined)	0	i
Cc1ccc(S(=O)(=O)N2CCC(=O)N(CCOC(=O)Nc3ccccc3C)CC2)cc1	-40	i
Cc1ccc(NC(=S)N2CCN(C(=O)C3CCCO3)CC2)cc1 (centres undefined)	-1	i
COc1cc2c(cc1OC)C1=NC(=O)CN1C(SCc1ccccc1C)=N2	-34	i
Cc1cc(F)ccc1NC(=O)Cn1c(C)csc1=O	-9	x
CCOc1ccccc1-c1nc(-c2ccc(C)nc2OC)no1	-30	i
Cc1ccc(S(=O)(=O)N2CCN(C(=O)COC(=O)CNC(=O)c3ccc(Cl)cc3Cl)CC2)cc1	-19	i
O=c1[nH]c(SCc2ccccc2)nc2c1sc1ccccc12	-14	i
CCCC(=O)N(CCN1CCOCC1)c1nc2c(C)ccc(C)c2s1	-29	i
CCCc1cc(=O)c2c(O)cccc2o1	0	i
CCN(CC(=O)Nc1cc(Cl)ccc1C)C(=O)CCOc1ccc(C)cc1	-37	i
CC1=C/C(=N\N=C2\NC(=O)C(CC(=O)Nc3ccccc3)S2)CC(C)(C)C1 (centres undefined)	6	i
COc1ccccc1C1CC(c2ccccc2)=NN1C(=O)c1ccccc1 (centres undefined)	-31	i
Cc1ccc(CN2C(=O)CSc3ccc(C(=O)NCCN4CCOCC4)cc32)cc1	-11	i
O=C(NCc1ccccc1)c1onc(CSc2ccccc2)c1C(=O)NCC1CC1	47	i
CCc1nc(C)c(C(=O)N2CCCC(C(=O)Nc3cccc(-c4cccc(C)c4)c3)C2)o1 (centres undefined)	-26	i
COC(=O)C(Cc1ccc(OC(=O)c2ccc(C(F)(F)F)cc2)cc1)N1Cc2ccccc2C1=O (centres undefined)	36	i
Next part:
SMILES	OX1R antag	CHT allo act
O=c1[nH]c(SCc2ccc(Cl)cc2)nc2ccsc12	-21	i
O=[N+]([O-])c1ccc(Oc2cccc(F)c2)c2ccncc12	-33	i
O=C(NCCO)c1ccc2c(c1)S(=O)(=O)c1ccccc1C2=O	3	i
CS(=O)(=O)Cc1ccc(C(=O)NC2CCSc3ccccc32)cc1 (centres undefined)	-7	i
Fc1ccc(COc2ccccc2CNCc2ccncc2)cc1	-20	i
Cc1ccc(-c2nnn(CC(=O)N(CC(=O)NC3CCCCC3)c3cnc4ccccc4c3)n2)o1	-16	i
Cc1ccc(NC(=O)COc2ccccc2)cc1S(=O)(=O)N1CCCCCC1	-28	i
CCOC(=O)C1=CNS(=O)(=O)NC1c1ccccc1 (centres undefined)	-5	x
O=C(NNC(=O)c1ccc[nH]1)Nc1cccc(C(F)(F)F)c1	-6	i
Cc1ccc(C(O)CN2C3=NCCN3c3ccccc32)cc1 (centres undefined)	-9	i
N#Cc1cc2c(nc1SCC(=O)O)CCCC2	-4	i
COc1ccc(-c2cc(C(=O)Nc3sc4c(c3C#N)CCCC4)c3ccccc3n2)cc1OC	-25	i
Cc1c(CCO)c(=O)[nH]n1C(=O)c1c(F)cccc1F	-20	i
CCOc1cccc2sc(N(CCN(C)C)C(=O)c3cc4ccccc4cc3OC)nc12	-10	i
O=C(Nc1ccccc1C(=O)NC1CC1)c1ccccc1	-9	x
CC(C)n1c(SCC(=O)Nc2ccc(F)cc2)nnc1C1CC1	-6	i
CC1(C)CC(=O)c2cnc(NCc3ccco3)nc2C1	-18	i
O=C(NCCc1ccccc1)c1c(F)c(F)c(F)c(F)c1F	-10	i
COCCNC(=O)CN(C(=O)CCC(=O)Nc1nccs1)c1ccc2c(c1)OCO2	0	i
O=C(NCC1CCCO1)c1ccc(NC(=O)C2C3C=CC(C3)C2C(=O)O)cc1 (centres undefined)	6	i
COCCN1C(=O)c2ccccc2C(C(=O)NCc2ccco2)C1c1c[nH]c2ccccc12 (centres undefined)	-4	i
COc1ccc(S(=O)(=O)NC(C(C)C)C(C)C)cc1OC	-27	i
Cn1c(Cn2c(=O)sc3ccccc32)nnc1SCC(=O)NCc1ccco1	-23	i
Cc1cccc2c(C(=O)N3CCN(c4ccccc4)CC3)cc(-c3ccncc3)nc12	-29	i
Cc1ccc(C)c(N2CCN(C(=O)c3ccc(Cn4c(=O)[nH]c5ccccc5c4=O)cc3)CC2)c1	-17	i
O=C(/C=C\c1cn(-c2ccccc2)nc1-c1cccs1)N1CCOCC1	-10	i

Entries from the list above with fluorine:
SMILES	OX1R antag	CHT allo act
CC1CN(c2ccccc2)CCN1C(=O)c1cc(COc2c(F)cccc2F)on1 (centres undefined)	-14	i
Cc1ccc(S(=O)(=O)n2nc(-n3c(C)ccc3C)c3c(F)cccc32)c2ccccc12	-2	i
O=C(CSc1ncc(C(=O)O)n1-c1ccc(F)cc1)NCc1ccc2c(c1)OCO2	-9	i
CCc1ccccc1NC(=O)Nc1ccc(F)cc1F	-20	i
Fc1cc2nc(-c3ccncc3)[nH]c2cc1F	-2	i
C#CCNC(=O)C(C)c1ncc(C(F)(F)F)cc1Cl (centres undefined)	0	i
Cc1cc(F)ccc1NC(=O)Cn1c(C)csc1=O	-9	x
COC(=O)C(Cc1ccc(OC(=O)c2ccc(C(F)(F)F)cc2)cc1)N1Cc2ccccc2C1=O (centres undefined)	36	i
O=[N+]([O-])c1ccc(Oc2cccc(F)c2)c2ccncc12	-33	i
Fc1ccc(COc2ccccc2CNCc2ccncc2)cc1	-20	i
O=C(NNC(=O)c1ccc[nH]1)Nc1cccc(C(F)(F)F)c1	-6	i
Cc1c(CCO)c(=O)[nH]n1C(=O)c1c(F)cccc1F	-20	i
CC(C)n1c(SCC(=O)Nc2ccc(F)cc2)nnc1C1CC1	-6	i
O=C(NCCc1ccccc1)c1c(F)c(F)c(F)c(F)c1F	-10	i

Assay outcomes: PubChem, several laboratories
